Source: PubChem BioAssay (Johns Hopkins Ion Channel Center)
CHT block = human CHT choline transport inhibition | 310,000 tested, 0.86% active | B-score at 10 µM | CHT-expressing cells, membrane potential dye, choline response; stronger effect = lower value;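 active = B-score over 3 SD under the library average, and starting fluorescence ratio not unusually high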;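 also: choline stimulus applied at its EC90 after an EC20 pre-addition; B-score computed on integrated fluorescence ratio after choline addition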
Target sequence (Q9GZV3 whole entry, looked up): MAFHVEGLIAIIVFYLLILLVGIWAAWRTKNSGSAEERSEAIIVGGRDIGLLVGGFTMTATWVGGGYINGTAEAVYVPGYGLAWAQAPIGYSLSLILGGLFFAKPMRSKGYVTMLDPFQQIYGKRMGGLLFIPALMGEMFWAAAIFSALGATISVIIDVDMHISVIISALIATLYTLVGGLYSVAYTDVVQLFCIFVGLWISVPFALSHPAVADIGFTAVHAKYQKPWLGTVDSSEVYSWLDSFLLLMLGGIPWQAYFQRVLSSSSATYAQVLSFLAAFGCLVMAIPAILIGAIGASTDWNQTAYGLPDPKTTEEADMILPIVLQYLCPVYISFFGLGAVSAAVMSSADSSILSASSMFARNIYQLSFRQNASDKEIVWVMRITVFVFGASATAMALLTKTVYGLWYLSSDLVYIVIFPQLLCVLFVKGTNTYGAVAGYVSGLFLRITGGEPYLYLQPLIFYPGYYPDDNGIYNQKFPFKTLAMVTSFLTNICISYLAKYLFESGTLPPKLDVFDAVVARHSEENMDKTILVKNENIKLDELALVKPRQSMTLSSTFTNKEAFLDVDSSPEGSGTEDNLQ
CHT PAM = allosterically activates the human high affinity choline transporter; B-score at 10 µM; AID 488977; Q9GZV3; 310,000 tested, 0.49% active; CHT-expressing cells, membrane potential dye, choline EC20; stronger effect = higher value; LV-AA mutant CHT in HEK293 cells;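 active = initial fluorescence not abnormally high and integrated response B-score, plate-corrected, over 3 SD above library mean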
Numbers without * were called inactive; i = inactive.

| smiles | CHT block | CHT PAM |
| --- | --- | --- |
| CCN(CC)S(=O)(=O)c1ccc2oc(SCC3CN=C(c4ccc(OC)cc4)S3)nc2c1 (stereo not given) | i | i |
| Cc1cc(C)c(C)c(S(=O)(=O)N2CCN(c3ccccn3)CC2)c1C | i | i |
| Cc1ccc(NC(=O)CCC(=O)NCCO)cc1 | i | i |
| Cc1ccc(NC(=S)N2CCN(Cc3ccc4c(c3)OCO4)CC2)c(C)c1 | i | i |
| COc1cc(C(=S)N2CCCC2)cc(OC)c1OC | i | i |
| CCOC(=O)c1c(-c2ccccc2)csc1NC(=O)CSc1ccccc1 | i | i |
| Cc1ncc(CO)c(/C=N/NC(=O)c2ccccc2Br)c1O | i | i |
| COc1ccc(C(=O)Nc2ccccc2C(=O)N/N=C/c2cccc3ccccc23)cc1 | i | i |
| CCN(CC)Cc1ccc(OC)c(Cl)c1 | i | i |
| COc1cc2sc(C)nc2c2ccccc12 | i | i |
| Cc1ccc(C2NC(c3ccc(C)cc3)C([N+](=O)[O-])C(C)(C)C2[N+](=O)[O-])cc1 (stereo not given) | i | i |
| CC(C(=O)Nc1ccc2c(c1)OCCO2)N(c1ccccc1)S(C)(=O)=O (stereo not given) | i | i |

Complete entries, quoted from the list. Order of values: CHT block | CHT PAM
COc1cc2sc(C)nc2c2ccccc12 is entered as i | i
Cc1ncc(CO)c(/C=N/NC(=O)c2ccccc2Br)c1O is entered as i | i
CCN(CC)S(=O)(=O)c1ccc2oc(SCC3CN=C(c4ccc(OC)cc4)S3)nc2c1 (stereo not given) is entered as i | i
CCOC(=O)c1c(-c2ccccc2)csc1NC(=O)CSc1ccccc1 is entered as i | i

(cont.)
| smiles | CHT block | CHT PAM |
| --- | --- | --- |
| OC1(c2ccc(F)cc2)CSC(=Nc2cccnc2)N1Cc1ccco1 (stereo not given) | i | i |
| COc1ccc(OCCCC(=O)NCC(C)C)cc1 | i | i |
| CCc1cc(C(=O)N2CCCC(CNS(=O)(=O)c3cccs3)C2)n(C)n1 (stereo not given) | i | i |
| Cc1nc2cc(Cl)c([N+](=O)[O-])cc2s1 | i | i |
| O=C(CCS(=O)(=O)c1cccc2nonc12)NCCc1ccccc1 | i | i |
| O=C(CN1C(=O)NC2(CCCC2)C1=O)N1CCN(S(=O)(=O)c2cccc(F)c2)CC1 | i | i |
| Cc1ccc(-c2nnn(CC(=O)Nc3nnc(C(C)C)s3)n2)cc1 | i | i |
| O=C(O)c1ccc(N=C2NC(=O)C(CO)(CO)S2)cc1 | i | i |
| CSc1nc(Oc2ccc(=O)n(C)n2)nc(N(C)C)n1 | i | i |
| O=C(Nc1ccccc1Cl)c1ccc2c(c1)N(Cc1ccc(F)cc1)C(=O)CS2=O (stereo not given) | i | i |
| COC(=O)Nc1nc2c(s1)CCCC2 | i | i |
| CCC(O)(c1ccc(OC)cc1)C(CN1CCOCC1)c1ccccc1 (stereo not given) | i | i |
| COc1cc(/C=N/NC(=O)c2ccccc2)ccc1O | i | i |
| O=C(CN1C(=O)c2ccccc2S1(=O)=O)NCCSCc1ccco1 | i | i |
| Cc1c(CC(=O)O)c(=O)oc2cc(OCc3ccc(Br)cc3)ccc12 | i | i |
| Cc1noc(C)c1COc1ccc(C(=O)N2CCN(c3ccccc3F)CC2)cc1 | i | i |
| CO/N=C(\Cn1ncc(NC2CCCCC2)c(Br)c1=O)c1ccc(Cl)cc1 | i | i |
| CCC(C)C(NC(N)=O)C(=O)Nc1ccc(C(=O)OC)cc1 (stereo not given) | i | i |
| Cc1ccc(-c2nc3ccsc3c(=O)o2)cc1 | i | i |
| N#CC1=C(N)NC(SCc2ccc(F)cc2)=C(C#N)C12CCCCC2 | i | i |
| C/C=C/c1cc(CN2CCN(c3ccc(OC)cc3)CC2)c(O)c(OC)c1 | i | i |
| CC1CN(S(=O)(=O)Cc2ccccc2)CC(C)O1 (stereo not given) | i | i |
| C=CCN(CC=C)C(=S)NC(=O)c1ccc([N+](=O)[O-])cc1 | i | i |
| O=C(/C=C/c1cccs1)NC1CCS(=O)(=O)C1 (stereo not given) | i | i |
| CCc1cc2c(=O)n(-c3ccccc3)c(SCC(N)=O)nc2s1 | i | i |
| COC(=O)C1C(O)=C(C(C)=Nc2cccc3ccccc23)C(=O)CC1(C)C (stereo not given) | i | i |
| O=S(=O)(c1ccc(F)cc1)n1ccc(-c2cccc(OCc3ccc(Cl)cc3Cl)c2)n1 | i | i |
| COc1ccc(C(C(=O)NCC2CCCO2)N(Cc2ccc(F)cc2)C(=O)CNC(=O)c2ccco2)cc1OC (stereo not given) | i | i |
| c1ccc2c(c1)nc(NCCN1CCOCC1)c1nncn12 | i | i |
| Cn1c(=O)[nH]c(=O)c2c1nc(N1CCOCC1)n2CCN1CCOCC1 | i | i |
| Cc1ccc(NC(=O)CSc2nnc(-c3ccccn3)n2N)c(Br)c1 | i | i |
| CCCCN(CCCC)CC(O)CN(c1cc([N+](=O)[O-])ccc1OC)S(=O)(=O)c1ccccc1 (stereo not given) | i | 11* |
| CC(=O)Nc1ccc(Nc2cc(N3CCOCC3)c3nonc3c2[N+](=O)[O-])cc1 | i | i |
| CC1=C(C)CC(C(=O)NNC(=O)c2ccccc2O)C(C(=O)O)C1 (stereo not given) | i | i |
| O=C1Nc2ccccc2N(O)N1c1cc(-c2ccccc2)[nH]n1 | i | i |
| O=C(CCN1C(=O)c2ccccc2C1=O)CN1CCOCC1 | i | i |
| Cc1cc2c(cc1S(=O)(=O)Nc1cccc(C)c1C)n(C)c(=O)c(=O)n2C | i | i |
| Cc1cc(C)cc(NC(=S)NCCCO)c1 | i | i |
| Cc1ccc(NC(=S)Nc2ccc(F)cc2)c(C)c1 | i | i |
| COc1cccc2cc(C(C)OC(=O)Nc3ccc(C)cc3)oc12 (stereo not given) | i | i |
| O=[N+]([O-])c1ccc(Cl)cc1N1CCOCC1 | i | i |
| O=C(CCCN1C(=O)c2ccccc2C1=O)Nc1ccc2c(c1)OCCO2 | i | i |
| CC1(C)OC2C(CO)OC(n3cnc4c(=S)nc[nH]c43)C2O1 (stereo not given) | i | i |
| Cc1ccc(-n2nc(C)c(NC(=O)CCl)c2C)cc1C | i | i |
| Cc1ccc(-n2nc(C(=O)NCc3ccc(C)o3)c3c4ccccc4n(C)c3c2=O)cc1 | i | i |
| Cc1nnsc1C(=O)NNC(=O)c1cccc2ccccc12 | i | i |
| COc1cc(C(=O)N2CCN(c3ncnc4sc(C)c(C)c34)CC2)cc(OC)c1OC | i | i |
| Cc1ccc(/C=C(\C#N)c2nc3ccccc3[nH]2)s1 | i | i |
| Cc1cc(C)n(-c2nc(NCCCN(C)C)c3c4c(sc3n2)CCCC4)n1 | i | i |
| Cc1ccc2cc(CN(c3ccccc3)S(=O)(=O)c3ccccc3)c(=O)[nH]c2c1 | i | i |
| CCCCn1c(N)c(N(CC(C)C)C(=O)CSc2nnc(-c3ccc(Cl)cc3)o2)c(=O)[nH]c1=O | i | i |
| COc1cccc(C(=O)NNC(=O)Cc2ccc(Cl)cc2)c1 | i | i |
| CC(=O)N1CC(C)Sc2ccc(S(=O)(=O)NCc3ccccc3Cl)cc21 (stereo not given) | i | i |
| c1ccc2sc(C3CCN(Cc4nnnn4Cc4ccc5c(c4)OCO5)CC3)nc2c1 | i | i |
| Cc1nn(CCOc2ccccc2)c(=O)n1-c1ccc(F)cc1 | i | i |
| Cc1ccc(S(=O)(=O)NNC(=O)c2c(O)c3ccccc3[nH]c2=O)cc1 | i | i |
| COc1ccc(CNc2nn[nH]n2)cc1OC | i | i |
| CCOC(=O)C(C)CC(C)C(=O)N1CCOCCN(C(=O)C(C)CC(C)C(=O)OCC)CCOCC1 (stereo not given) | i | i |
| COc1ccc(/C=C(\C#N)C(=O)OCC(=O)NCc2ccccc2Cl)cc1 | i | i |
| COc1cccc(NC(=O)COC(=O)CCS(=O)(=O)c2ccc(C)cc2)c1 | i | i |

Shown as labelled records: part of the list above.
CC(=O)N1CC(C)Sc2ccc(S(=O)(=O)NCc3ccccc3Cl)cc21 (stereo not given)
  CHT block = i | CHT PAM = i

COc1ccc(CNc2nn[nH]n2)cc1OC
  CHT block = i | CHT PAM = i

Cc1ccc(-n2nc(C(=O)NCc3ccc(C)o3)c3c4ccccc4n(C)c3c2=O)cc1
  CHT block = i | CHT PAM = i

CC1CN(S(=O)(=O)Cc2ccccc2)CC(C)O1 (stereo not given)
  CHT block = i | CHT PAM = i

New compounds follow.
| smiles | CHT block | CHT PAM |
| --- | --- | --- |
| Cc1cccc2sc(NS(=O)(=O)c3ccccc3)nc12 | i | i |
| C=CCOc1cccc(C(=O)Nc2ncn[nH]2)c1 | i | i |
| Cc1ccc(-c2nc3ncccn3c2Nc2ccc3c(c2)OCO3)o1 | i | i |
| N#CCCn1cc(C(N)=O)c(-c2cccs2)n1 | i | i |
| COc1ccccc1-c1noc(CCC(=O)Nc2cc(C(F)(F)F)ccc2Cl)n1 | i | i |
| COc1cc(OC)c2ccc(=O)oc2c1C(CC(=O)N1CCOCC1)c1ccc2c(c1)OCO2 (stereo not given) | i | i |
| O=c1[nH]c(CN2CCc3ccccc3C2)nc2ccccc12 | i | i |
| CC1CCN(c2cc(C#N)c(C#N)cc2[N+](=O)[O-])CC1 | i | i |
| C=C(C)COc1ccc(C2NC(=O)c3ccccc3O2)cc1OCC (stereo not given) | i | i |
| COc1ccc(CN2C(=O)c3cccnc3C2=O)cc1S(=O)(=O)NC(C)C | i | i |
| O=C(CNC(=O)/C(=C\c1ccc(F)cc1)NC(=O)c1ccccc1)OCc1ccccc1 | i | i |
| COC(=O)c1cc(=O)n(Cc2ccco2)c(=Nc2ccc(F)cc2)s1 | i | i |

The list goes on.
Values in the order: CHT block, CHT PAM
- CCc1cccc(C)c1NC(=O)COC(=O)Cn1c(C)csc1=O
→ i, i
- CN1CCN(CC(=O)NN2CC(=O)N(c3ccc(F)cc3)CC2=O)CC1
→ i, i
- CCn1nc(NC(=O)Cc2ccc(OC)cc2)c2cc3cccc(C)c3nc21
→ i, i
- C=CCn1c(SCC(=O)NC23CC4CC(CC(C4)C2)C3)nc(O)cc1=O
→ i, i
- COc1ccc(OCC(=O)Nc2cc(-c3nn(C)c(=O)c4ccccc34)ccc2N2CCOCC2)cc1
→ i, i
- Cc1cccc(Cn2ccc(NC(=O)c3cccnc3)n2)c1
→ i, i
- CC(C)CC(N)c1cn([C@@H](CCC(=O)O)C(=O)N2CCNCC2)nn1 (stereo not given in full)
→ i, i
- CCCOP(=O)(c1ccc(N(C)C)cc1)C(O)c1ccc(Cl)cc1 (stereo not given)
→ i, i
- COc1ccc(OCC(O)CNCc2ccco2)cc1 (stereo not given)
→ i, i
- CCN(c1cc(C)cc(C)c1)S(=O)(=O)c1nnc(NC(=O)C(C)(C)C)s1
→ i, i
- Cc1cc(C)c2c(=O)[nH]cnc2n1
→ i, i
- Cc1ccc(S(=O)(=O)Oc2ccccc2/C=N/O)cc1
→ i, i
- O=C(Nc1cccc(Cl)c1)OCCOc1ccccc1
→ i, i
- COc1ccc(CC(C)N2CCN(c3ccccc3OC)CC2)cc1OC (stereo not given)
→ i, i
- CC(=O)c1ccc(NC(=O)c2cnn3ccccc23)cc1
→ i, i
- COc1ccc(C2(O)CCN(Cc3nnnn3Cc3ccc(F)cc3)CC2)cc1
→ i, i
- CCNc1nc(NCC)nc(N(C)/N=C/c2ccco2)n1
→ i, i
- O=C(c1ccc(Cl)cc1[N+](=O)[O-])N1CCc2ccccc2C1
→ i, i
- CCn1nc(C)cc1-c1nnc(Sc2ncc([N+](=O)[O-])s2)n1C
→ -6*, i
- O=C(OCc1cc(Cl)ccc1OC(F)F)c1ccc([N+](=O)[O-])o1
→ i, i
- c1coc(-c2nnc3n2C2(CCCC2)Cc2ccccc2-3)c1
→ i, i
- O=C(CSc1nnc(CNC(=O)c2ccco2)o1)Nc1cccc(C(F)(F)F)c1
→ i, i
- COc1ccccc1C(=O)NCCC(=O)N(C)CC(=O)Nc1ccc(C)cc1
→ i, i
- Cc1cc(Oc2ccc(Cl)cc2)nc(-c2ccccn2)n1
→ i, i
- O=[N+]([O-])c1cccc(C(=Nc2ccccc2Cl)NO)c1
→ i, i
- COc1ccccc1N1CCN(C2CCCN(C(=O)Cn3cccn3)C2)CC1 (stereo not given)
→ i, i
- Cc1[nH]c(=O)[nH]c(=O)c1S(=O)(=O)N1CCC(C(=O)N2CCN(c3cccc(C(F)(F)F)c3)CC2)CC1
→ i, i
- COc1cc(CN2CCN(Cc3ccc4cc(F)ccc4n3)CC2CCO)cc(OC)c1 (stereo not given)
→ i, i
- Cc1ccc(NC(=O)C2CCCN(S(=O)(=O)c3c(C)noc3/C=C/N(C)C)C2)c(C)c1 (stereo not given)
→ i, i
- COc1ncccc1C(=O)N1CCC(n2nccc2NC(=O)CC(C)C)CC1
→ i, i
- COC(=O)[C@@H]1C[C@H]1[C@@H](NC(=O)c1ccccc1)c1ccccc1
→ i, i
- CCN(CC)S(=O)(=O)c1cccc(-c2nnc(SCc3nc4ccccc4s3)o2)c1
→ i, i
- Cc1cc(NC(=O)CSc2nc(-c3ccco3)cc(C(F)(F)F)n2)no1
→ i, i
- O=C(Nc1cccnc1)c1cc(-c2ccc(F)cc2)on1
→ i, i
- Cc1ccn2c(NC(=O)c3ccco3)c(-c3ccccc3)nc2c1
→ i, i
- COc1cccc(C(=O)OCC(=O)Nc2nnc(-c3ccccc3)o2)c1
→ i, i
- CCP(=O)(CC)c1cccc(N)c1
→ i, i
- O=C1c2ccccc2C(=O)N1Cc1cc(-c2ccccc2Cl)no1
→ i, i
- COc1ccc(C(=O)NC(NC(=S)Nc2ccc(S(N)(=O)=O)cc2)C(Cl)(Cl)Cl)cc1 (stereo not given)
→ i, i
- COC(=O)c1cc(C#N)c(SCc2ccccc2)nc1C
→ i, i
- Cc1cccc(C)c1OCC(=O)N/N=C/C=C/c1ccco1
→ i, i
- CCOC(=O)c1ccccc1NC(=O)CSc1nnc(COc2ccccc2)n1CC
→ i, i

CHT block, hit marks shown above
molecule	CHT block
CCn1nc(C)cc1-c1nnc(Sc2ncc([N+](=O)[O-])s2)n1C	-6*
